MPTP block: blocks calcium-induced mitochondrial swelling. isolated mouse mitochondria, Ca2+ swelling absorbance, 30 min. inhibition, % at 10 µM. actives 1.4% (n = 360,000). AID 602449;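 active means inhibition of 50% or more, scaled per plate between neutral and stimulator controls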;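 further: 0% = DMSO wells given calcium and 100% = 1 mM EGTA wells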
mIAP inh: blocks mouse intestinal alkaline phosphatase; purified mouse IAP, CDP-Star luminescence, 30 min; inhibition, % at 10 µM; actives 0.2% (n = 330,000); AID 2806;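 active means inhibition of at least 40% at 10 µM in the primary screen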;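 further: plate controls were DMSO with enzyme for no effect and no enzyme wells for full effect; values of inactives mirror those of a sister screen read the other way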
ATG4B inhibitor: inhibitors of human ATG4B cysteine protease. Q9Y4P1. ATG4B cleavage of LC3-PLA2, NBD-HPC fluorescence, 1 h. inhibition, % at 8.33 µM. actives 0.51% (n = 340,000); in the data active means inhibition above about 40%
A3G deaminase: inhibitors of human APOBEC3G DNA deaminase; recombinant A3G, ssDNA deamination FAM/TAMRA fluorescence; Q9HC16; inhibition, % at 20 µM; AID 493012; actives 0.28% (n = 330,000);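 active means inhibition of at least 40% at 20 µM, with no more than 30% in the related APOBEC3A deaminase screen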;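 further: plate controls were DMSO wells with A3G for no effect and wells lacking A3G enzyme for full effect; some compounds called inactive have numbers as strong as hits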
Target sequence (Q9HC16 whole entry, looked up): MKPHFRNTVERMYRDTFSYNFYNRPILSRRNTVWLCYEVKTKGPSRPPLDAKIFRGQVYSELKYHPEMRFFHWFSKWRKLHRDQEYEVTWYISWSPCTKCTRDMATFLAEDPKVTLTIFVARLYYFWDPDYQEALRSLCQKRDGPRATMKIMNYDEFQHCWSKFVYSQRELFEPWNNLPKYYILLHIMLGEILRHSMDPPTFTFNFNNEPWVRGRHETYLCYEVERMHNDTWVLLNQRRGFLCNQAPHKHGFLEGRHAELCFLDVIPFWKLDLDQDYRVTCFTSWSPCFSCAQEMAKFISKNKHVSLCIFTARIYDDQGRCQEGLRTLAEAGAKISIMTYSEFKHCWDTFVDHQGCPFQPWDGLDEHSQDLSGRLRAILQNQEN
hIAP inh: human IAP inhibition; purified IAP, CDP-Star luminescence, 30 min; inhibition, % at 10 µM; actives 0.12% (n = 330,000); AID 2544;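 active means inhibition reaching a set limit with compound at 10 µM in the primary screen, cut at about 35% in these data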;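 further: plate controls were DMSO wells with enzyme for no effect and no-enzyme buffer wells for full effect; values of inactives mirror those of a sister screen read the other way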
Target sequence (P09923 whole entry, looked up): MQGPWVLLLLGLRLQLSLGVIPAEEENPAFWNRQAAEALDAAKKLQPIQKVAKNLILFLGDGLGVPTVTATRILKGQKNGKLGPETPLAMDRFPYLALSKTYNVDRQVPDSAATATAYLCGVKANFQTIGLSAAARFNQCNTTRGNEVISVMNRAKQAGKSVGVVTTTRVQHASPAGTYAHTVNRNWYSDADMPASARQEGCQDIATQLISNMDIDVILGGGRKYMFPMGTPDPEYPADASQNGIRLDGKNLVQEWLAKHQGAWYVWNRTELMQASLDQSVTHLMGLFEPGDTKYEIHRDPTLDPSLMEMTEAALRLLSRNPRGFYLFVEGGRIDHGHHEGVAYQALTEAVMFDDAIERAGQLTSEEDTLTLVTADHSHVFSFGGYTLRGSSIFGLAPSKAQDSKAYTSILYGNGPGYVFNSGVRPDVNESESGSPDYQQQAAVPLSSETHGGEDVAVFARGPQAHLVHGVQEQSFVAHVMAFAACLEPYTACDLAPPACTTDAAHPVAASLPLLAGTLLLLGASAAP
APOBEC3A inh: inhibitors of human APOBEC3A DNA deaminase. P31941. recombinant A3A, FAM/TAMRA ssDNA deamination fluorescence. inhibition, % at 20 µM. actives 0.41% (n = 330,000). AID 493011;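 active means at least 40% inhibition at 20 µM here, with at most 30% in a related deaminase screen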;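 further: plate controls were A3A with DMSO for no effect and wells lacking A3A enzyme for full effect; some results filed as inactive read as strong as hits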
mIAP activ: mouse IAP activation; AID 2805; muIAP, CDP-Star luminescence, 30 min; stronger effect = higher value; 1 = vehicle-only enzyme signal, 0 = enzyme-free wells; activation factor at 10 µM; actives 0.24% (n = 330,000);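 active means activation factor of at least 2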; further: the source names both 10 and 20 µM as test concentration; values of inactives mirror those of a sister screen read the other way
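also added = chemiluminescent substrate CDP-Star | test system = mouse IAP enzyme | signal = chemiluminescence readout | compound = DMSO-dissolved test compounds | incubation = 30 min at room temperature | benchmarks = DMSO wells, no-enzyme wells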
hIAP activ: human IAP activation | AID 2524 | activation factor at 10 µM | purified human IAP, CDP-Star luminescence, 30 min; stronger effect = higher value; 1 = vehicle-only enzyme, 0 = enzyme-free background | actives 0.16% (n = 330,000);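 active means activation factor of the enzyme at least 2-fold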; further: the source names both 10 and 20 µM as test concentration; values of inactives mirror those of a sister screen read the other way
beta cell repl: induces beta-cell replication in MIN6 cells. MIN6 cells proliferation, ATPlite luminescence, 48 h; cells starved in 0.2% serum; 100% = growth in 10% serum. proliferation, % at 10 µM. actives 0.29% (n = 330,000);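 active means compounds whose signal lies at least 3.5 SD above the mean of all wells on their plate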;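 further: 0% = DMSO-treated cells in low-serum medium and 100% = 10% serum control; some compounds called inactive have numbers as strong as hits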
* = called active by the depositor; nt = not tested or not shown.

canonical_smiles	APOBEC3A inh	hIAP activ	MPTP block	hIAP inh	ATG4B inhibitor	A3G deaminase	mIAP activ	mIAP inh	beta cell repl
Cc1ccc(NC(=O)Cn2c(=O)cnc3ccccc32)cc1S(=O)(=O)N1CCCCC1	3	1.3	-0.5	-29	-38	-14	1	-3	-2
CC(=O)N=C1SC2CS(=O)(=O)CC2N1c1ccc(-c2nc3ccc(C)cc3s2)cc1 (configuration not stated)	-4	1.1	nt	-11	nt	-7	0.96	4	0
CCCSc1nc(C)cc(C)c1C(N)=O	-3	0.99	-2.4	1	-6	-8	1	0	-3
COc1ccc(CC(=O)Nc2cc(C)on2)cc1	1	0.99	-0.5	1	-5	-4	0.97	3	3
Cc1cccc(C)c1Nc1nnc(SCC(=O)Nc2ncc(C(F)(F)F)cc2Cl)s1	1	0.93	-14	7	-9	-6	0.92	8	0
Cc1ccc(NC(=O)CCNS(=O)(=O)c2cccs2)cc1F	2	0.97	1.1	3	-7	-4	1.1	-5	0
COc1ccc(C(=O)N/N=C\c2ccoc2)cc1	7	1.1	-0.2	-8	1	-1	0.96	4	-1
CN1CCc2c(sc3nc(NCCO)n(-c4cccc(Cl)c4)c(=O)c23)C1	1	1	-0.9	-2	-3	-6	1	-5	-1
C[C@@H]1CN([C@H](C)CO)C(=O)c2cc(NC(=O)C3CCCCC3)ccc2O[C@@H]1CN(C)Cc1ccc(C(F)(F)F)cc1	-2	0.9	0.3	10	-8	-2	1.1	-7	-5
CCOC(=O)N1CCN(CC(=O)N2c3ccccc3CCc3ccccc32)CC1	-14	0.98	0.8	2	-12	-10	1	-1	-2
COc1ccc(C(=O)CCN2CCCCCC2)cc1	0	1.1	35	-5	4	1	1	-2	-7
Cc1cc(C)n(CC2CC(=O)N(c3ccc(F)c(Cl)c3)C2=O)n1 (configuration not stated)	3	0.94	-0.5	6	-1	-1	1.1	-7	0
CNCc1sccc1C	1	0.97	1.6	3	-4	-11	0.91	9	0
CCOc1ccc2cc(/C=C/C(=O)c3ccco3)c(Cl)nc2c1	2	1	2.2	0	-10	-1	0.95	4	-5
O=C(COc1ccc2ccccc2c1)NC1CC1	-1	1.1	20	-15	-10	-3	1.1	-6	1

Fetched by structure from the list above (2):
canonical_smiles	APOBEC3A inh	hIAP activ	MPTP block	hIAP inh	ATG4B inhibitor	A3G deaminase	mIAP activ	mIAP inh	beta cell repl
CNCc1sccc1C	1	0.97	1.6	3	-4	-11	0.91	9	0
COc1ccc(C(=O)CCN2CCCCCC2)cc1	0	1.1	35	-5	4	1	1	-2	-7

Further structures
canonical_smiles	APOBEC3A inh	hIAP activ	MPTP block	hIAP inh	ATG4B inhibitor	A3G deaminase	mIAP activ	mIAP inh	beta cell repl
CCOc1ccc(S(=O)(=O)N2CCN(Cc3ccccc3)CC2)c2cccnc12	1	0.95	-2.3	5	16	-3	0.97	3	0
O=C(C1=C(O)C(=O)N(CCN2CCOCC2)C1c1cccc(Br)c1)c1cc2ccccc2o1 (configuration not stated)	-4	1	-1.6	0	-14	-2	0.98	2	-2
O=C(COC(=O)CNC(=O)c1cccs1)Nc1ccccc1C(F)(F)F	-2	1.1	-2.1	-15	8	-10	1	0	-1
Cn1c(CCC(=O)Nc2ccc(N3CCOCC3)cc2)nc(=O)c2ccccc21	4	1.1	0.9	-13	-5	1	1	0	-1
COc1cc(NC2c3ccccc3C(=O)N2c2ccc(C)cn2)cc(OC)c1OC (configuration not stated)	-8	0.87	1.0	13	-3	-10	0.89	11	-1
C[C@H]1COC(=O)[C@H](Cc2ccc(F)cc2)C/C=C\C[C@@H](CC(=O)NCCO)C(=O)N1	-2	0.96	-1.7	4	-7	-7	0.86	14	1
O=C(Cc1ccc(Cl)cc1)NCC(=O)N1CCN(Cc2ccccc2)CC1	-4	1.1	-1.6	-10	4	-3	0.91	9	0
O=C(NN=C1CCCCC1)c1cc(-c2ccccc2)n[nH]1	-1	1.2	0.4	-23	-4	-6	0.86	14	0
CCc1nnc(NC(=O)CCC(=O)N2CCN(c3ccccn3)CC2)s1	1	0.96	0.3	4	-6	3	1	-2	1
CCOC(=O)c1c(NS(=O)(=O)c2cccc(OC)c2)sc2c1CCC2	2	0.89	3.9	11	26	4	0.93	7	-2
COC(=O)C1=C(c2ccc(OC)cc2)OC(=O)C1(C)C	-1	1.1	0.6	-9	0	-11	1	-4	-4
Cc1ccc(S(=O)(=O)N2CCN(C(=O)CC(C)(C)C)CC2)cc1	1	0.96	-0.2	4	-10	-5	1	0	-2
COc1ccccc1-c1c(C(F)(F)F)oc2c(CN(C)C)c(O)ccc2c1=O	-1	1.2	0.2	-16	-2	0	1	0	-2
CCN(CC)C(=O)[C@H]1CC(CC(=O)NCCCN(C)C)C(=O)N2CCc3c([nH]c4ccc(OC)cc34)[C@]12C (some centres not stated)	1	nt	-0.9	nt	nt	-2	1.1	-11	nt
CCC1Sc2ccc(S(=O)(=O)N3CCN(c4ccccc4)CC3)cc2NC1=O (configuration not stated)	-3	1.1	0.6	-5	-12	-7	1	-2	-4
Cc1cc(Cl)c(S(=O)(=O)Nc2ccc(Cl)cn2)cc1OCC(N)=O	3	0.78	-0.6	22	1	1	0.91	10	-3
COc1ccc(OCCN2CCN(C(=O)c3ccc(OC)cc3)CC2)cc1	-5	0.99	-0.9	1	-3	-1	1.1	-9	2
Cc1nc(C)c(C(=O)NCCC(c2ccccc2)c2ccccc2)o1	5	0.85	20	14	-9	2	1	0	-1
Cn1cc(S(=O)(=O)Nc2ccc(F)cc2F)c(=O)n(C)c1=O	-1	0.92	-2.1	8	4	-8	1	-1	1
CCOC(=O)N1CCC(NC(=O)c2cc(C)c3c(C)nn(-c4ccccc4)c3n2)CC1	4	0.93	1.7	7	-8	0	1	-1	-2
Cc1cc(NC(=O)C(C)Sc2nnc(NCc3ccco3)s2)no1 (configuration not stated)	-1	0.97	-2.5	3	-8	-3	0.93	7	0
CN(C)S(=O)(=O)c1ccc(NC(=O)CCNC(=O)c2ccco2)cc1	3	1.1	-2.4	-9	-1	-1	0.97	3	0
CN(C)C(CNC(=O)C1CCN(S(=O)(=O)c2cccc(C(F)(F)F)c2)CC1)c1ccccc1 (configuration not stated)	-2	0.89	-0.9	11	-11	-3	1	-2	1
Cc1cccc(Cn2nc(C(C)(C)C)cc2C(=O)N2CCOCC2)c1	-1	1.1	-1.3	-9	-2	-7	0.91	9	-3
CC(C)NCC(O)COc1c(F)cc(Br)cc1F (configuration not stated)	-4	1	1.3	-3	3	-4	1.1	-6	2
Cc1c(Cl)cccc1NC(=O)CNC(=O)c1ccc2c(c1)OCCO2	51*	1	2.0	0	9	9	0.99	1	0
c1ccc2c(c1)CC1(CCCCC1)n1nnnc1-2	-2	0.92	-0.8	8	1	1	0.9	10	-2
COc1ccc(C(=O)CSc2nnc3ccccn23)cc1OC	-3	1.2	-1.4	-20	-2	-5	1.1	-12	-4
O=C(c1cc(F)c(F)cc1Cl)N1CCN(c2ccc([N+](=O)[O-])c3ncccc23)CC1	1	1.1	1.4	-11	-10	4	0.99	1	0
O=C(NC12CC3CC(CC(C3)C1)C2)C1=COCCO1	3	0.94	1.4	6	-6	4	1.1	-8	0
CCCCOc1ccc(N(CC(=O)NC(C)C)C(=O)CCC(=O)Nc2ccccn2)cc1	-1	0.9	-0.7	10	-9	1	1	-4	4
Cc1ccc(C(=O)N2CCCCCC2)cc1S(=O)(=O)Nc1ccccc1	1	0.96	-0.1	4	0	-8	0.99	1	2
O=C(CN1CCC(NC(=O)C2CC2)CC1)Nc1cccc(F)c1	-3	0.94	0.4	6	-2	-7	0.93	7	0
COc1ccc(C)cc1S(=O)(=O)N(CC(=O)Nc1ccc2c(c1)OCCO2)Cc1ccccc1	1	0.91	-1.1	9	-2	-4	1	-5	-4
Cc1ccc(CO/N=C/C2=C(Cl)c3ccccc3CC2)cc1	0	0.78	5.5	22	-2	-2	0.92	8	-4
O=C1CCC([N+](=O)[O-])C(C2CC=CCC2)N1 (configuration not stated)	-1	1	-0.5	0	1	-5	1.1	-11	0
CCOC(=O)N1C2=NC(C(=O)OC)=C(C(=O)OC)[C@@H]3N(Cc4ccccc4)c4ccccc4[C@]23C[C@H]1C(=O)OC	-2	0.89	nt	12	1	-11	0.88	12	-1
COc1ccc(C(=O)N2CCN(Cc3nc(CC4CC4)no3)CC2)cc1	0	1.1	0.9	-6	1	-8	0.92	8	-1
CCC(=O)NC1(C(F)(F)F)C(=O)NC(C)=C1C#N (configuration not stated)	0	1	0.3	0	1	1	0.98	2	-2
Cc1ccc(NC(=O)CS(=O)CC(=O)N(C2CCCC2)C(C)C(=O)NC2CCCCC2)cc1 (configuration not stated)	3	0.94	1.2	6	-18	11	1	-2	-2
CC1CCC(n2c(=S)[nH]c3ccccc3c2=O)CC1 (configuration not stated)	-2	0.93	2.4	7	5	-3	0.96	4	11*
O=C(NCCCCc1ccccc1)c1ccccc1Br	-3	1	2.1	-3	-2	-5	0.95	5	-1
COc1ccc(CNC(=O)COc2cc3c(c4oc(=O)cc(C)c24)CCC(C)(C)O3)cc1	-2	0.97	-0.9	3	-9	-10	0.92	8	-4
Nc1c(Br)c(=O)[nH]c(=O)n1-c1ccc(F)cc1	4	0.96	-0.4	4	11	-9	0.9	10	1
CC(C)Cn1nc(NS(=O)(=O)c2cccc3nonc23)c2cc3ccccc3nc21	-2	0.68	-1.1	32	5	1	0.88	12	-2
Cc1ccc(CNC(=O)C2CCC(CNc3nc(=S)[nH]c4ccccc34)CC2)cc1 (configuration not stated)	2	1.2	-2.0	-15	7	0	0.98	2	-3

Compound activity as filed in PubChem BioAssay.
